Tb PFK block = inhibitors of T. brucei phosphofructokinase. Potency, µM (doses to about 57.5 µM), for inactives: at the top dose activity, negative = inhibition, hits mostly inhibitors. 0.17% of 330,000 active. O15648. T. brucei PFK, ADP-Glo luminescence;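 also: potency is read from the fitted curve at half-maximal effect; 0% = uninhibited 1x PFK enzyme wells and -100% = no-enzyme wells; nearly all actives have a fitted effect of over 60% in size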
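Compounds were pin-transferred as a titration series up to 57 uM into substrate buffer (0.5 mM F6P, 0.1 mM ATP, pH 8.0), then 1.25 nM PFK was added and reactions ran 45 min before ADP-Glo detection.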
BCR signal inh = inhibitors of chronic active B-cell receptor signaling | ABC-DLBCL IkBa-CBG/CBR reporter, luminescence ratio, 4 h | 0.05% of 340,000 active | Potency, µM (titrated, usually from 46.1 µM), inactives show at the top dose ratio change, negative = lower green/red ratio, actives largely listed as inhibitors; active = well fitted inhibition curve with a large enough effect in the signal ratio, with a control signal flat, not every such curve was filed as active; inconclusive = small, poorly fitted or top-dose-only effect, or effect the other way, or a change in a side signal; the % refers to the signal ratio;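 also: potency is read from the fitted curve at half-maximal effect; plate controls were basal doxycycline-induced cells for no effect and cells given 10 µM MG132 for full effect; MG132 reads +100%, hits lower the ratio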
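TMD8 human ABC-DLBCL cells with doxycycline-inducible IκBα–green luciferase fusion and unfused red luciferase, in 0.5% FBS medium; compounds up to 46 uM, 4 h at 37C. Green/red luminescence ratio, filter-overlap corrected, fitted to concentration-response curves.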
TSHR antagonist = blocks TSH signaling through the human TSH receptor; P16473; TSHR-expressing cells, TSH-stimulated cAMP HTRF, 2 h; stronger effect = lower value; activity change, negative = inhibition, % at 11.5 µM; 0.2% of 330,000 active;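 active = activity change below a set negative limit, meaning inhibition stronger than a set level, cut at about -70% in these data; inconclusive = activity change between two set negative limits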; also: % is scaled to controls: 0 for no effect and ±100 for the full control effect
Target sequence (P16473 whole entry, looked up): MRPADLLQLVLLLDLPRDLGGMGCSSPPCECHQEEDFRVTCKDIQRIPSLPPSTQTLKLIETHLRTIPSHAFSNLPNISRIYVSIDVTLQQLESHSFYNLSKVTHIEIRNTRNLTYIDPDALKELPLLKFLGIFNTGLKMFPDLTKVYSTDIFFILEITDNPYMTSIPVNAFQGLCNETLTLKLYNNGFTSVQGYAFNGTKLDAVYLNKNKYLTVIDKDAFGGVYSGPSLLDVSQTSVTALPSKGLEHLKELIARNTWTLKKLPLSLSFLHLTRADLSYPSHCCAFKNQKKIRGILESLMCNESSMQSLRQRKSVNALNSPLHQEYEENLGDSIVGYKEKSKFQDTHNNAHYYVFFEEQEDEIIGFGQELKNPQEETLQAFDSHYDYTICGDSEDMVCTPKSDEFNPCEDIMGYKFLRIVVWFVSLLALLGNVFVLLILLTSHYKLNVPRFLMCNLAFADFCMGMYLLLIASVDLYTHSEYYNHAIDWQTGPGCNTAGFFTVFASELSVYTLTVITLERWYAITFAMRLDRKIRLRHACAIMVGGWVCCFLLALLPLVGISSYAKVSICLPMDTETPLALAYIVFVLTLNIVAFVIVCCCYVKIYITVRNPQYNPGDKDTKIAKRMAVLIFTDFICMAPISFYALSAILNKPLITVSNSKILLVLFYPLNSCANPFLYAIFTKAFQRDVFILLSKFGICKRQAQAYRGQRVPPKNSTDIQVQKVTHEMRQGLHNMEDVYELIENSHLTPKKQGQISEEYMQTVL
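Read-out is FRET at 665 nm (cryptate excitation 337 nm) from a cryptate-tagged anti-cAMP antibody, competed by cell cAMP against cAMP-d2. Compounds are tested on freshly harvested TSHR cells challenged with 4nM TSH (EC80) for 2 hours at 37 deg C.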
ELG1 repair inh = inhibitors of ELG1-dependent DNA repair in HEK293T cells; HEK293T ELG1-luciferase reporter, luminescence, 16 h; DNA damage induced by 5-fluorouridine; Potency, µM (top dose mostly 46.1 µM), inactives show at the highest dose activity change, negative = inhibition, hits mostly inhibitors; 2.3% of 330,000 active; AID 504467; also: potency is read from the fitted curve at half-maximal effect; % is scaled to controls: 0 for no effect and ±100 for the full control effect; nearly all actives have a fitted effect of over 55% in size
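Overnight (16 hr) co-exposure of 2,000 cells/well to 5-fluorouridine and compound at 37 °C preceded detection. Luciferase was quantified via ONE-Glo luminescence; loss of signal denotes inhibition.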
TCR act = T cell receptor activation | 330,000 tested, under 10 active | primary human leukocytes, anti-CD3, IL-2 HTRF, 48 h | AID 504894 | Potency, µM (series often up to 9.22 µM), for the others: at the highest dose activation of IL-2 secretion, actives largely listed as activators; also: % of control where 0% means no effect
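Using a-CD3 beads without co-stimulation, primary human leukocytes were exposed to compounds for 48 hr. An HTRF IL-2 kit measured the cytokine, with europium-to-d2 energy transfer producing emission at 665nm upon 320nm excitation.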
Mito fusion act = blocks mitochondrial division or promotes mitochondrial fusion; Potency, µM (titrated, usually from 46.1 µM), without a hit: top-dose growth rescue (activation), actives largely listed as activators; S. cerevisiae fusion-defective mutant growth rescue, CellTiterGlo 48 h; 0.23% of 320,000 active;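 also: potency is read from the fitted curve at half-maximal effect; % of control where 0% means no effect; nearly all actives have a fitted effect of over 45% in size; temperature-sensitive fusion mutants such as fzo1-1 at 37 °C on non-fermentable ethanol glycerol medium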
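Luminescent cell viability in 1536-well qHTS format served as the measure of rescued growth in ts fusion-mutant S. cerevisiae cultured on non-fermentable YPEG for 48 hours at 37C.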
B2AR arrestin = recruits beta-arrestin to the human beta2-adrenergic receptor. P07550. beta-arrestin recruitment to beta2AR, cell-based reporter. Potency, µM (highest dose often 46.1 µM), inactives show at the top dose activation, most hits filed as activators. 0.02% of 330,000 active. AID 492947;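 also: potency is read from the fitted curve at half-maximal effect; 0% = DMSO controls and full agonism = EC100 isoproterenol or metaproterenol; nearly all actives have a fitted effect of over 65% in size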
uPA surface inh = cell surface uPA generation inhibition | Potency, µM (doses to about 38.3 µM), for the others: at the top dose activity change, negative = inhibition, actives largely listed as inhibitors | cell surface uPA generation assay, qHTS | 0.31% of 330,000 active; active = well fitted inhibition curve with a large enough effect; inconclusive = small, poorly fitted or top-dose-only effect; inactive = no such curve, though single readings can be large or run the other way; tested in mouse RAW 264.7 cells; also: potency is read from the fitted curve at half-maximal effect; % is scaled to controls: 0 for no effect and ±100 for the full control effect; nearly all actives have a fitted effect of over 55% in size
PTAP TSG101 blk = blocks PTAP/TSG101 interaction to inhibit HIV-1 budding. Potency, µM (series often up to 115 µM), inactives show at the highest dose activity change, negative = inhibition, hits mostly inhibitors. Fluorescence polarization, FITC-PTAP peptide / Tsg101 binding. Q99816. 340,000 tested, under 10 active; active = well fitted inhibition curve with a large enough effect in the main read-out, with a control signal flat, not every such curve was filed as active; inconclusive = small, poorly fitted or top-dose-only effect, or effect the other way, or a change in a side signal; inactive = no such curve, though single readings can be large or run the other way; also: potency is read from the fitted curve at half-maximal effect; % of control where 0% means no effect
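Steps: Tsg101 binding domain dispensed (10 uM final), compounds pinned in DMSO, FITC-labeled PTAP-motif peptide added (50 nM final); after 20 min binding at room temperature, polarization measured.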
USP2a block = inhibitors of human ubiquitin-specific protease USP2a; O75604; USP2 core, Ub-CHOP2 coupled fluorogenic reporter, 485/531; Potency, µM (titrated, usually from 38.3 µM), for inactives: top-dose activity change, negative = inhibition, hits mostly inhibitors; 0.01% of 330,000 active;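 also: potency is read from the fitted curve at half-maximal effect; plate controls were DMSO wells for no effect and full inhibition by NEM control for full effect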
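USP2 core (10nM final) preincubated 30min RT with compound in 20mM Tris-HCl pH 8.0, 2mM CaCl2, 2mM beta-mercaptoethanol, 0.05% CHAPS; 25nM Ub-CHOP2 plus 25nM reporter substrate added, fluorescence (Ex485/Em531) read after 60min.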
Eya2 phos inh = blocks the phosphatase activity of human Eya2; recombinant Eya2, OMFP fluorescence dephosphorylation (OMFP is methylfluorescein phosphate); O00167; Potency, µM (titrated, usually from 76.9 µM), for inactives: at the top dose activity, negative = inhibition, most hits filed as inhibitors; 0.006% of 330,000 active; AID 488837; also: potency is read from the fitted curve at half-maximal effect; % is scaled to controls: 0 for no effect and ±100 for the full control effect
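Eya2 protein (added as 0.2 uM solution) was preincubated with compound for 10 min at ambient temperature in 50 mM HEPES pH 7.5, 50 mM NaCl, 5 uM MgCl2, 0.05% BSA, 1 mM DTT. OMFP (added at 50 uM) then reacted 10 min; fluorescence read at 485/525 nm.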
* hit, by the source's call; ? = inconclusive; . = not tested or not shown; [ ] = dose if it differs, or a comment. Unless noted, calls follow the shape of the dose curve; as a rule, active = well fitted curve in the direction sought with a large enough effect; inconclusive = small, poorly fitted or top-dose-only effect, or another doubt; inactive = no such curve, though single readings can be large; an effect the other way counts as inactive or inconclusive.

SMILES	Tb PFK block	BCR signal inh	TSHR antagonist	ELG1 repair inh	TCR act	Mito fusion act	B2AR arrestin	uPA surface inh	PTAP TSG101 blk	USP2a block	Eya2 phos inh
O=C(CSCc1ccccc1Br)N/N=C/c1ccccc1C(=O)O	7%	5%	-5	-2%	2%	-1%	-0.2%	3%	-8%	1%	5%
O=C(NCC(O)c1ccc([N+](=O)[O-])cc1)c1cccc(S(=O)(=O)N2CCCC2)c1 (configuration not stated)	-6%	?	-2	-4%	5%	5%	0.0%	2%	1%	2%	-3%
O=C(Nc1nccs1)C(c1ccccc1)N1CCCCC1 (configuration not stated)	1%	?	-3	14%	.	-2%	-0.1%	2%	-2%	2%	-7%
Fc1cccc(CSc2nc3ncccc3[nH]2)c1	7%	?	4	?	3%	2%	0.4%	4%	-3%	4%	0%
CC(C)C[C@H](NC(=O)c1nc[nH]c1C(=O)N[C@@H](CC(C)C)C(=O)OC(C)(C)C)C(=O)OC(C)(C)C	-4%	3%	-6	?	1%	-9%	0.7%	-25%	-7%	-22%	-13%
C=CCSC(=S)Nc1c(C)n(C)n(-c2ccccc2)c1=O	-2%	10%	8	12%	2%	-8%	0.2%	-3%	-2%	0%	11%
O=C(/C=C/Nc1ccc(Br)cn1)c1cccc(OC(F)F)c1	-3%	-3%	-42	?	-1%	15%	0.2%	?	-2%	0%	4%
CCn1c(SCc2ccc(C(=O)OC)o2)nc2sc3c(c2c1=O)CCCC3	3%	?	-9	8%	5%	-2%	0.1%	9%	-2%	-3%	-26%
CCC1CN(C(=O)N2CCC(C(=O)NCc3ccccc3C)CC2)c2ccccc2O1 (configuration not stated)	0%	2%	3	-15%	3%	0%	-0.1%	2%	-2%	1%	-6%
CC(=O)Nc1ccc(SC[C@H](c2ccccc2)N2CCN(CCc3ccccc3)CCC2=O)cc1	2%	?	0	0%	.	-23%	-1.1%	.	.	7%	-2%
COc1cccc(C2c3c(-c4cc(Cl)c(C)cc4O)n[nH]c3C(=O)N2Cc2cccnc2)c1 (configuration not stated)	3%	?	8	?	10%	6%	7.3%	-3%	-2%	-3%	-8%
Cc1ccccc1-c1nn(-c2ccccc2)cc1C(=O)NCC(c1ccco1)N1CCCC1 (configuration not stated)	0%	-1%	34	?	-4%	1%	0.2%	6%	1%	1%	0%
Cc1nc2ccc(NS(=O)(=O)c3cccc([N+](=O)[O-])c3)cc2s1	0%	?	21	?	-55%	.	-0.3%	-6%	-3%	-3%	-2%
CCN1/C(=C/c2cccc[n+]2C)Sc2ccc(OC)cc21	-4%	3%	-16	?	-1%	29%	-0.1%	?	-6%	1%	18%
CCOC(=O)C1=C(C)NC(=S)NC1c1ccc(-c2ccc(Cl)cc2)o1 (configuration not stated)	10%	?	4	?	-15%[46.1 µM]	?	6.5%	2%	1%	-1%	-7%
O=C(CSc1nnnn1-c1ccc(O)cc1)N1N=C(c2ccc3ccccc3c2)CC1c1ccccc1 (configuration not stated)	2%	3%	-4	?	.	?	0.0%	.	.	0%	8%
O=Cc1cn(CC(=O)Nc2ccc3c(c2)OCO3)c2ccccc12	-7%	-5%	14	?	-28%	-5%	-1.0%	4%	0%	13%	-4%
COc1ccc(C(=O)COC(=O)c2cccc(-n3cnnn3)c2)c(OC)c1	-3%	?	13	?	-2%	-1%	0.4%	-5%	-2%	3%	-15%
CCOC(=O)c1c(NC(=O)c2ccc(C)cc2)sc2c1CC(C)(C)NC2(C)C	0%	0%	-1	14%	.	5%	-0.7%	.	.	0%	0%
O=C(CCC(=O)OCC(F)(F)C(F)F)NCc1ccccc1	4%	3%	5	11%	-9%	2%	0.3%	2%	-2%	1%	-16%
Cc1ccc(-n2c3c(cc(C(=O)NCc4ccco4)c2=O)C(=O)CCC3)cc1	-5%	?	4	?	-1%	1%	-0.2%	4%	-1%	1%	0%
C=CCN(CC=C)C(=O)C1CCC(C(=O)N(CC=C)CC=C)CC1 (configuration not stated)	-8%	10%	19	-6%	5%	6%	0.0%	7%	-4%	1%	0%
O=C1C=C(NC2CC2)C2(CCCCC2)O1	?	-1%	-3	-3%	2%	1%	0.2%	-3%	-3%	-1%	2%
Cc1[nH]c2ccccc2c1C(=O)C(=O)NCCc1c[nH]c2ccccc12	-2%	-2%	9	-4%	-1%	-3%	-0.8%	-13%	-8%	4%	3%
COc1ccc(OC)c(CNC(=O)CCn2c(=O)c3cccn3c3ccc(F)cc32)c1	0%	-6%	8	0%	10%	1%	-0.3%	5%	-5%	3%	4%
Additional structures follow:
SMILES	Tb PFK block	BCR signal inh	TSHR antagonist	ELG1 repair inh	TCR act	Mito fusion act	B2AR arrestin	uPA surface inh	PTAP TSG101 blk	USP2a block	Eya2 phos inh
O=C(O)CSc1nnc(Cc2cccc3ccccc23)n1-c1cc(C(F)(F)F)cc(C(F)(F)F)c1	-7%	9%	0	-12%	1%	-4%	-0.1%	5%	-3%	1%	5%
O=C1C=C(c2ccc(Cl)cc2)C(=O)N1Nc1ccccc1	?	?	12	?	0%	-4%	-0.1%	-16%	-1%	-2%	-23%
N#CC1(NC(=O)COC(=O)/C=C/c2ccc3ccccc3n2)CCCCC1	-16%	-5%	-1	?	-1%	-7%	-0.5%	-13%	2%	2%	-10%
CCN(CC(=O)NC(C)C)C(=O)c1ccc(S(=O)(=O)N(C)c2ccccc2OC)cc1	-2%	-1%	14	16%	7%	-2%	-0.3%	12%	-5%	-2%	1%
COc1ccc(Cl)cc1NC(=O)c1ccccc1C	0%	-25%	-28	?	-1%[46.1 µM]	20%	-0.3%	-4%	-6%	-6%	-1%
O=C(COC(=O)/C=C/c1ccc(Br)o1)Nc1ccccc1F	-20%	6%	15	-7%	.	-15%	-0.8%	.	.	10%	-17%
COCCCNC(=O)CCCCCNS(=O)(=O)c1ccc(Br)cc1	2%	7%	10	8%	-2%	-7%	0.0%	2%	-1%	-8%	-2%
Cc1ccc(CNC2CCCCC2)s1	10%	-1%	19	5%	.	0%	0.0%	-1%	1%	0%	3%
Cc1ccc(C(=O)N2CCN(c3cc4c(cc3[N+](=O)[O-])n(C)c(=O)n4C)CC2)cc1	4%	7%	-1	-13%	0%	2%	-1.0%	8%	-11%	3%	-4%
CCCCNC(=O)N1CCN(C(c2ccccc2)c2ccccc2)CC1	1%	-2%	10	-12%	3%	18µM*	-0.6%	-8%	1%	1%	-2%
Cc1ccc(SCC(=O)OCC(=O)N(C)C2CCS(=O)(=O)C2)cc1C (configuration not stated)	6%	-1%	8	20%	4%	0%	-0.2%	-9%	2%	-1%	1%
CC(C)(C)C(=O)N1CCC(O)(CS(=O)(=O)Cc2ccccc2)CC1	-1%	2%	-2	5%	-3%	0%	0.0%	2%	1%	7%	0%
Cc1nnc(NC(=O)CSc2ccc(-c3ccc(Cl)cc3)nn2)s1	-3%	-8%	-2	?	.	-4%	0.1%	6%	2%	1%	-1%
O=S(=O)(c1ccc(NC2CCCCC2)cc1)N1CCOCC1	-5%	-18%	-8	-20%	-3%	-2%	0.0%	-1%	-3%	0%	-20%
O=C(Nc1ncccc1O)c1c(O)c2ccccc2[nH]c1=O	-1%	-18%	-4	13%	-3%	0%	3.4%	0%	2%	-1%	7%
CC(C)Oc1ccc(C(=O)NCC(=O)Nc2ccc3c(c2)CCC3)cc1	1%	-1%	15	?	-6%	4%	-4.0%	7%	0%	-1%	7%
CCCC(=O)C1=C(O)C(C(=O)OC)C(C)(C)CC1=Nc1ccc(N)cc1 (configuration not stated)	1%	4%	0	-1%	4%	9%	-1.1%	.	-2%	-1%	-4%
N#Cc1ccc(-c2ccc(OCC(=O)NCC(=O)Nc3ccc(F)c(F)c3F)cc2)cc1	-2%	1%	-22	8%	1%[46.1 µM]	-1%	-0.3%	-3%	-2%	1%	-1%
COc1ccc(-c2cc3ncnc(Cl)c3s2)cc1	?	?	-40	?	-1%	15%	-0.3%	-12%	5%	5%	14%

High-throughput results (PubChem BioAssay)
